Screening results: PubChem BioAssay, National Center for Advancing Translational Sciences (NCATS)
Apoferritin bind = candidate novel general anesthetic via apoferritin binding; P02791; apoferritin/1-aminoanthracene competitive binding, fluorescence; Potency, µM (top dose mostly 77.5 µM), without a hit: at the top dose activity change, negative = displacement, hits mostly inhibitors; 0.074% of 350,000 active; AID 485281; also: potency is read from the fitted curve at half-maximal effect; % is scaled to controls: 0 for no effect and ±100 for the full control effect; nearly all actives have a fitted effect of over 20% in size
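Read-out: endpoint 1-AMA fluorescence, excitation 380 nm and emission 535 nm, after compounds sit 10 min at room temperature with 10 uM horse-spleen apoferritin in 50% saturated 1-AMA/PBS. Values come from four-parameter Hill fits.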
GRP78 ERSR act = ER stress response induction in glioma | 0.02% of 420,000 active | U87-MG GRP78 promoter luciferase reporter, 16 h | Potency, µM, for the others: top-dose activation, most hits filed as activators; also: potency is read from the fitted curve at half-maximal effect; series mostly up to about 76 µM; % of control where 0% means no effect; nearly all actives have a fitted effect of over 35% in size
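ERSR induction read as luciferase luminescence (Bright-Glo, 10 min at room temperature) in stably transfected human U87-MG glioma cells exposed to compounds for 16 h, using GRP78 as sensor.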
APEX1 inh = APE1 (human) endonuclease inhibition; AID 2517; Potency, µM (highest dose often 65.8 µM), without a hit: top-dose activity change, negative = inhibition, actives largely listed as inhibitors; recombinant APE1, TAMRA/BHQ-2 abasic DNA cleavage fluorescence; 0.35% of 350,000 active;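 also: potency is read from the fitted curve at half-maximal effect; plate controls were vehicle for no effect and reference inhibitor for full effect; nearly all actives have a fitted effect of over 55% in size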
Target sequence (P27695 whole entry, looked up): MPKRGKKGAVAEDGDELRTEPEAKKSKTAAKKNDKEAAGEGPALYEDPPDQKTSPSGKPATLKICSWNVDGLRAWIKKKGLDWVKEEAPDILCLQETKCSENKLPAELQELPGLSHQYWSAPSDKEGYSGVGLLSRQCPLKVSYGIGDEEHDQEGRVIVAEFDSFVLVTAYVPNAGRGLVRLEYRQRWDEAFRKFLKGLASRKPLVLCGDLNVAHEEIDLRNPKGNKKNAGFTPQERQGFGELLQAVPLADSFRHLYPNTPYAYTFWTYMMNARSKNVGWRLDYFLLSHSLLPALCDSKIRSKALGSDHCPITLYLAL
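Step 1: APE1 (0.75 nM) with compound, 15 min RT. Step 2: add 50 nM fluorophore/quencher THF duplex. Step 3: three fluorescence reads 60 s apart (525/598 nm); read 3 minus read 1 = reaction progress.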
POLH inh = inhibitors of human DNA polymerase eta. Q9Y253. recombinant Pol eta, fluorescent DNA replication assay. Potency, µM (doses to about 114 µM), without a hit: at the highest dose activity change, negative = inhibition, actives largely listed as inhibitors. 1.2% of 390,000 active; also: potency is read from the fitted curve at half-maximal effect; % is scaled to controls: 0 for no effect and ±100 for the full control effect
Target sequence (Q9Y253 whole entry, looked up): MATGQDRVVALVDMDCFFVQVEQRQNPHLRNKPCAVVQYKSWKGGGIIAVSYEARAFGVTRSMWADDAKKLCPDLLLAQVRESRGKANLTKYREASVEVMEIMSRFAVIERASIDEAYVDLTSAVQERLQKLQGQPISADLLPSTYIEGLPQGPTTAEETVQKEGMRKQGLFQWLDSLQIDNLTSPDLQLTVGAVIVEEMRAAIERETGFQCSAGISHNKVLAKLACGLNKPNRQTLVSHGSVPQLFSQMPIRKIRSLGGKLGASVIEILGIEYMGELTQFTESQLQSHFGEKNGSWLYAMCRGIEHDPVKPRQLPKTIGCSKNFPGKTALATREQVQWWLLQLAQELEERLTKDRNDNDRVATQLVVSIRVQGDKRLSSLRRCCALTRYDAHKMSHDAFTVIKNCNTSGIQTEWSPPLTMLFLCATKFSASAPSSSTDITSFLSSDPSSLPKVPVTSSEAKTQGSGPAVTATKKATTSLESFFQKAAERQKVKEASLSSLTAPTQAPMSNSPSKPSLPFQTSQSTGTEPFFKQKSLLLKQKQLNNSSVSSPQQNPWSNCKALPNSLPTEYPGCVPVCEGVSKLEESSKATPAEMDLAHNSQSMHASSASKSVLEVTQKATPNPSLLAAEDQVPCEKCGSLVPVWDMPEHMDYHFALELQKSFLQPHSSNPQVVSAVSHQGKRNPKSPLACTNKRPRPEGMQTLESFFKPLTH
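Fluorescent replication assay: 50 nM final substrate added after a 15 min room-temperature compound preincubation with 10 nM enzyme. Signal taken at 0 min and again at 10 min.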
Pol kappa inh = blocks human DNA polymerase kappa activity; Q9UBT6; purified Pol kappa, fluorescent DNA synthesis assay, 10 min; Potency, µM (doses to about 107 µM), inactives show at the top dose activity, negative = inhibition, hits mostly inhibitors; 0.53% of 400,000 active; AID 588579; also: potency is read from the fitted curve at half-maximal effect; % is scaled to controls: 0 for no effect and ±100 for the full control effect
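Readout: fluorescence, taken kinetically at 0 and 10 min. Conditions: 10 nM Pol kappa, 15 min RT compound preincubation, 50 nM substrate final. Controls: enzyme-free buffer wells.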
Pol beta inh = blocks human DNA polymerase beta activity. P06746. Pol beta primer extension/strand displacement, fluorescence kinetic. Potency, µM (series often up to 114 µM), without a hit: at the highest dose activity change, negative = inhibition, hits mostly inhibitors. 1.3% of 340,000 active. AID 485314; also: potency is read from the fitted curve at half-maximal effect; % is scaled to controls: 0 for no effect and ±100 for the full control effect
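Curves were derived by four-parameter Hill fits of normalized qHTS data. The kinetic fluorescent primer-extension read was taken at 0 and 10 min after 50 nM substrate, following a 15 min room-temperature preincubation of 10 nM enzyme with compounds.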
BLM helicase inh = inhibitors of human Bloom syndrome helicase BLM; recombinant BLM DNA unwinding, fluorescence dequenching; Potency, µM (series often up to 56.1 µM), inactives show at the top dose activity change, negative = inhibition, most hits filed as inhibitors; 0.2% of 350,000 active; AID 2528; P54132;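 also: potency is read from the fitted curve at half-maximal effect; plate controls were vehicle for no effect and no enzyme for full effect; nearly all actives have a fitted effect of over 35% in size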
Pol iota inh = DNA polymerase iota (human) inhibition; Q9UNA4; Pol iota fluorescent replication assay, 10 min; Potency, µM (highest dose often 115 µM), without a hit: at the highest dose activity, negative = inhibition, usual class: inhibitors; 1% of 390,000 active; also: potency is read from the fitted curve at half-maximal effect
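Fluorescent replication assay read twice, at 0 min and 10 min after adding 50 nM (final) substrate. Enzyme (10 nM) and compounds were first incubated 15 min at room temperature; enzyme-free buffer wells were negative controls.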
LDHA block = inhibitors of human lactate dehydrogenase A; purified LDHA, NADH/diaphorase-resazurin fluorescence; hits give low values; activity change, % (values are at about 110 or 230 µM); 0.15% of 480,000 active; AID 1347041; in the data active = activity change below about -30%; inconclusive = mostly about -25% to -30%;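 also: plate controls were DMSO wells for no effect and wells without enzyme for full effect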
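LDH5 2 nM; NADH 0.06 mM, pyruvate 0.2 mM; 200 mM Tris pH 7.4, EDTA, Tween-20; 5 min RT. Detection: diaphorase 0.133 mg/mL + resazurin 37 µM, fluorescence ex540/em590 at 0 and 20 min; normalized to enzyme-free and DMSO wells.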
Active calls of the source: *; ? = inconclusive; . = no result given; [ ] = another dose, or the depositor's remark. Unless noted, calls follow the shape of the dose curve; as a rule, active = well fitted curve in the direction sought with a large enough effect; inconclusive = small, poorly fitted or top-dose-only effect, or another doubt; inactive = no such curve, though single readings can be large; an effect the other way counts as inactive or inconclusive. Some of the compounds tested; the hit share may differ from the screen's.

canonical_smiles,Pol beta inh,POLH inh,BLM helicase inh,LDHA block,Pol kappa inh,APEX1 inh,Pol iota inh,GRP78 ERSR act,Apoferritin bind
CN(CCO)c1cc(N2CCCCC2)c2nonc2c1[N+](=O)[O-],-2%,-10%,-4%,24,4%,15%,?,1%,-16%
Cc1cc(/C=N/NC(=O)Cn2c3ccccc3c(=O)c3ccccc32)c(C)n1-c1ccc(Cl)cc1,4%,-8%,1%,-5,-6%,2%,-5%,-6%,47%[activator]
CCCc1cc(=O)oc2cc(C)cc(O)c12,24%,-21%,-4%,-1,0%,19%,7%,0%,-4%
O=C(CNC(=O)c1ccc(Br)o1)NNC(=O)c1ccccc1F,42%,-9%,2%,-7,-14%,12%,16%,-6%,-2%
Cc1cc(C)n(CC(O)COc2ccccc2)n1 (stereo unspecified),26%,-3%,-3%,-6,-1%,-6%,0%,-3%,-9%
COc1cccc2cc(CC(=O)c3cc(C)ccc3C)c(=O)oc12,3%,-23%,-8%,-7,-1%,-9%,0%,0%,-3%
CSc1sccc1/C=C(/C#N)C(=O)c1ccco1,-11%,?,-6%,-10,-35%,30%,?,-5%,-21%
O=C(CN1C(=O)c2ccc([N+](=O)[O-])cc2C1=O)NC1CCCCCC1,.,0%,.,-5,0%,10%,27%,-3%,.
O=C(COc1ccc(Cl)cc1)Nc1ccc2c(c1)CCC2,31%,-16%,-4%,-3,-13%,15%,8%,5%,-5%
Cc1ccc(NC(=S)NC(=O)C2CC2)c(C)c1,1%,-11%,-2%,0,5%,9%,76%[activator],0%,-20%
N#Cc1ccc(Oc2ccc(C#N)c(C#N)c2)cc1C#N,.,-2%,.,-2,-8%,.,-15%,-2%,.
Cc1ccc(NC(=O)CSCC(N)=O)cc1C,21%,-8%,-1%,-4,4%,-3%,31%[activator],-2%,-13%
CCOc1ccc(N(CC)S(=O)(=O)N2CCCC(C(=O)Nc3ccc(OC)c(Cl)c3)C2)cc1 (stereo unspecified),-1%,-8%,-11%,3,-10%,.,10%,0%,88%[activator]
CCc1cc2c(cc3c(=O)n(CC(=O)N4CCN(C)CC4)ncn32)s1,36%,-7%,3%,-7,-5%,-4%,-12%,-2%,-5%
CCC1CCCCN1C(=O)c1ccc(OC)c(OC2CCN(C(C)=O)CC2)c1 (stereo unspecified),-1%,-6%,-2%,-7,-4%,15%,16%,-5%,-5%
CCCn1c(=S)[nH]c2cc(C(=O)N3CCN(C(=O)OCC)CC3)ccc2c1=O,1%,-6%,-2%,-2,14%,80%[activator],62%[activator],-5%,-6%
CCn1cc(C(=O)O)c(=O)c2cc(F)c(N3CCN(S(=O)(=O)c4ccc(NC(=O)OC)cc4)CC3)cc21,?,?,-4%,8,2%,3%,17%,-4%,-11%
CC(=O)N1c2ccc(S(=O)(=O)NCc3ccc(Cl)cc3)cc2CC1C (stereo unspecified),4%,-17%,2%,-2,-22%[60.1 µM],.,?,-2%,-3%
O=c1c(Cl)c(NCc2ccco2)cnn1C12CC3CC(CC(C3)C1)C2,-28%,-16%,-7%,-12,-3%,-5%,60%[activator],2%,-17%
Cn1c(/C(C#N)=C/c2ccc(-c3ccc(S(N)(=O)=O)cc3)o2)nc2ccccc21,-2%,-12%,-14%,-9,-27%,?,?,-4%,46%[activator]
Cc1ccc(S(=O)(=O)N(C)C)cc1NC(=O)C(C)OC(=O)C1CCCCC1 (stereo unspecified),.,-21%,.,1,-4%,32%,108%[activator],-4%,.
CC(NC(=O)CN1C(=O)c2ccccc2C1=O)c1ccccc1 (stereo unspecified),15%,-2%,-6%,-3,-10%,8%,9%,-2%,-4%
CC(=O)NC1(C(F)(F)F)NC(=O)N(C2CCCCC2)C1=O (stereo unspecified),-6%,-12%,0%,0,-6%,-2%,-1%,-1%,-4%
O=C(COC(=O)/C=C/c1cccc(Cl)c1)Nc1cccc(S(=O)(=O)NC2=NCCC2)c1,.,-1%,.,-3,-8%,12%,-17%,-2%,.
Cc1cc2nc(CCN(C(=S)NCC(C)C)C3CCCC3)[nH]c2cc1C,35%,-20%,-10%,0,-12%,0%,4%,-1%,-15%
O=C(Cn1ccc([N+](=O)[O-])n1)N1CCCCC1,17%,-18%,-4%,-8,-7%,-1%,5%,-2%,-11%
COc1cccc(CNC2CCCC2)c1,11%,-15%,0%,-13,-9%,0%,41%[activator],-4%,-8%
CCOC(=O)C1=C(COC(=O)c2cc(OC)c(OC)cc2[N+](=O)[O-])NC(=O)NC1C (stereo unspecified),.,-9%,.,7,-7%,5%,11%,-1%,.
CC(=O)Nc1ccc(C(=O)CN2CCN(c3ccccc3)CC2)cc1,-14%,-4%,-5%,-6,-4%,14%,37%[activator],-2%,-16%
Cc1nc(N2CCOCC2)c2c(C(=O)N3CCN(c4ccc(Cl)cc4)CC3)c(C)oc2n1,19%,-12%,0%,-8,5%,.,5%,-3%,-11%

Molecules shown so far containing a thiophene ring, fused or not (2):
canonical_smiles,Pol beta inh,POLH inh,BLM helicase inh,LDHA block,Pol kappa inh,APEX1 inh,Pol iota inh,GRP78 ERSR act,Apoferritin bind
CSc1sccc1/C=C(/C#N)C(=O)c1ccco1,-11%,?,-6%,-10,-35%,30%,?,-5%,-21%
CCc1cc2c(cc3c(=O)n(CC(=O)N4CCN(C)CC4)ncn32)s1,36%,-7%,3%,-7,-5%,-4%,-12%,-2%,-5%

(continued)
canonical_smiles,Pol beta inh,POLH inh,BLM helicase inh,LDHA block,Pol kappa inh,APEX1 inh,Pol iota inh,GRP78 ERSR act,Apoferritin bind
Cn1c(=O)n(CC(=O)Nc2cccnc2)c2ccccc21,.,6%,.,-4,2%,.,-6%,-2%,.
O=C(O)c1ccc(N/N=C/C(Br)=C/c2ccccc2)cc1,2%,1%,-4%,-11,-19%,1%,?,7%,6%
COCc1cc(=O)n2[nH]c(-c3cccs3)cc2n1,1%,-4%,0%,5,-13%,?,-21%[58.9 µM],0%,-2%
O=C(CCc1nc2ccccc2[nH]c1=O)N/N=C/c1ccccc1,-20%,-6%,-5%,-6,-5%,-6%,83%[activator],-2%,-5%
O=c1c(Cc2c(F)cccc2Cl)c(O)ccn1CC1CCCO1 (stereo unspecified),10%,-15%,-3%,-2,0%,5%,6%,-1%,-6%
CCNC(=O)c1cnc2sc(N3CCC(C)CC3)nn2c1=O,-14%,-1%,-2%,-12,15%,.,-5%,0%,-6%
CN(C)c1ccc(NC(=O)COC(=O)c2cc(=O)c3ccccc3o2)cc1,-1%,-2%,-3%,0,-5%,-7%,105%[activator],-4%,-3%
COc1ccc(NC(=O)CSc2nc3ccccc3nc2N2CCCC2)cc1Cl,-8%,-20%,-7%,0,-7%,-8%,12%,3%,-9%
CCOC(=O)c1cc(CN2CCOCC2)oc1-c1ccccc1,4%,6%,0%,-1,-5%,2%,-12%,-5%,-20%
O=C1CCC(=O)N1c1ccc(NCc2ccccc2Cl)c([N+](=O)[O-])c1,-22%,-16%,-1%,-9,-22%,-5%,18%,-1%,?
O=C(c1ccco1)N1CCN(C2CCCC2)CC1,0%,-21%,1%,-13,-1%,-8%,23%,-3%,-1%
Cn1cnc(C(=O)N2CCN(c3ccccc3)CC2)c1C(=O)N1CCN(c2ccccc2)CC1,.,2%,.,-13,-12%,49%,?,-2%,.
C=CCN(CC(=O)NCc1ccc(F)cc1)C(=O)c1csnn1,-18%,-4%,2%,-6,3%,-1%,2%,-4%,-13%
O=C(NC(=S)N1CCN(C/C=C/c2ccccc2)CC1)c1ccco1,3%,-7%,-1%,-6,-7%,0%,23%,3%,-6%
Cc1cn2c(=O)cc(COC(=O)c3ccccc3F)nc2s1,11%,-8%,-1%,-3,0%,.,16%,2%,-2%
O=C(C=Cc1ccccc1)c1cc(Br)ccc1O,.,-19%,.,-2,-9%,.,75%[activator],6%,.
S=C(NCCSCc1ccc(Cl)c(Cl)c1)Nc1ccccc1,.,-21%,.,-3,-19%,.,10%,-2%,.
CC1CCCCN1C(=O)CSc1nnc(-c2ccc(Cl)s2)o1 (stereo unspecified),0%,-13%,0%,-2,-5%,-6%,-9%,5%,?
COc1ccccc1CN(Cc1cc2cc(C)ccc2[nH]c1=O)Cc1nnnn1Cc1ccco1,3%,-3%,-12%,-3,-9%,-10%,-1%,-3%,-10%
Cc1ccc(-c2nc(N)sc2CC(=O)OCC(=O)NC2CCCC(C)C2C)cc1 (stereo unspecified),21%[57.1 µM],-25%,-3%,2,-15%,-6%,118%[activator],2%,?
CCCc1cc(=O)[nH]c(SCc2nc(-c3ccccc3)no2)n1,-29%,-10%,-4%,0,0%[60.1 µM],.,-25%,-2%,27%
CC1CCCCC1NC(=O)COC(=O)C12CC3CC(CC(Cl)(C3)C1)C2 (stereo unspecified),-10%,-24%,-3%,-15,-7%,13%,59%[activator],-2%,?
Cc1ccc(NC(=O)CSc2nc3ccc(Br)cc3[nH]2)c(C)c1,3%,-20%,-4%,-3,-1%,.,12%,1%,?
C=CCNC(=O)CC(=O)N/N=C/c1cccs1,-13%,-4%,-1%,2,9%,-12%,-10%,-6%,-6%
O=C(NCCNCc1ccccc1)c1ccco1,.,50µM*,.,-1,?,.,20µM*,-1%,.
CN(C)c1nc(N)ncc1-c1ccc(Oc2ccccc2)cc1,4%,4%,-2%,-8,-5%,20%,-1%,-4%,-8%
O=C(Cc1cccc(NC(=O)C2CCCN(C(=O)C3CCCCC3)C2)c1)Nc1cccc(C(=O)N2CCCCC2)c1 (stereo unspecified),.,-10%,.,-3,-29%,.,14%,-3%,.
